Compound activity as filed in PubChem BioAssay.
A549 viability: A549 cytotoxicity, counter-screen for Nrf2 inhibitors; A549 ARE-Fluc cells, CellTiter-Fluor viability, 18-24 h; Potency, µM (doses to about 46 µM), without a hit: top-dose activity change, negative = cytotoxicity, hits mostly inhibitors; 390,000 tested, 0.16% active; note: potency is the fitted concentration of half-maximal effect; % is set by controls: 0 for no effect and ±100 for the full control effect
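Cytotoxicity counterscreen: CellTiter-Fluor fluorescence was measured in A549 ARE_Fluc cells after 18-24 h of compound exposure in a concentration series. The subsequent BugLite luminescent read reports ARE-luciferase activity.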
ATXN2 expr inh: ATXN2 expression inhibition; Potency, µM (series often up to 57 µM), inactives show top-dose activity change, negative = inhibition, hits mostly inhibitors; AID 1745845; 360,000 tested, 0.72% active; HEK-293 ATXN2-luciferase reporter, luminescence, 24 h; note: potency is the fitted concentration of half-maximal effect; % is set by controls: 0 for no effect and ±100 for the full control effect; nearly all actives have a fitted effect of over 55% in size
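qHTS (up to 57 uM final) was run with 24 h compound exposure of reporter cells at 37 °C. Each well was multiplexed: SteadyGlo luminescence measured ATXN2-luciferase expression after a fluorogenic Gly-Phe-AFC viability readout (25 uM final).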
IL1B secr inh: inhibitors of inflammasome signaling (IL-1 beta secretion) | activity change, % at 57.5 µM | AID 743279 | THP-1 LPS/ATP IL-1B secretion, AlphaLISA, 16 h; stronger effect = lower value | 360,000 tested, 4.7% active; in the data active = activity change below about -50%; inconclusive = mostly about -30% to -49%; note: % is set by controls: 0 for no effect and ±100 for the full control effect
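Secreted IL-1B measured by AlphaLISA bead assay after 16 h compound exposure of THP-1 cells; compounds (final up to 57.5 uM) added 1 h before LPS (250 ng/mL) and ATP (1.25 mM) stimulation; lower signal means less secretion.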
TGFb inhibitor: TGF-b pathway inhibition; HepG2 CAGA-GFP TGF-b/SMAD3 reporter, GFP fluorescence, 18 h; TGF-beta stimulated, 500 pg/mL final; Potency, µM (titrated, usually from 46.1 µM), for the others: at the top dose activity, negative = inhibition, usual class: inhibitors; 410,000 tested, 1.2% active; note: potency is the fitted concentration of half-maximal effect; % is set by controls: 0 for no effect and ±100 for the full control effect; nearly all actives have a fitted effect of over 65% in size
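Read-out: total well GFP (ex488/em500-530) summed from mean per-cell fluorescence. Cells: HEPG2 CAGA-GFP, 1% FBS DMEM, 18 h at 37 degrees C with 500 pg/mL final TGF-beta. Unstimulated wells served as the full-inhibition control; stimulated DMSO wells = 0%.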
Nrf2 block: Nrf2 pathway inhibition | A549 ARE-Fluc reporter, luciferase luminescence, 18-24 h | Potency, µM (highest dose often 46 µM), without a hit: top-dose activity change, negative = inhibition, hits mostly inhibitors | 360,000 tested, 2.1% active | AID 504444; note: potency is the fitted concentration of half-maximal effect; % is set by controls: 0 for no effect and ±100 for the full control effect; nearly all actives have a fitted effect of over 60% in size
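A549 ARE_Fluc cells, 5000/well, 5% FBS OPTI-MEM; compounds in dose-response, 18-24 h at 37 °C/5% CO2; CellTiter-Fluor viability read (Ex 405/Em 525), then BugLite luciferase luminescence = Nrf2 activity.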
MCF10A rerep: DNA re-replication induction in MCF 10a cells; MCF 10A DNA re-replication, Hoechst nuclear intensity, 48 h; Potency, µM (top dose mostly 46.1 µM), without a hit: at the top dose activity, positive = re-replication, usual class: activators; 350,000 tested, 2.9% active; AID 624296; note: potency is the fitted concentration of half-maximal effect; % of control where 0% means no effect; nearly all actives have a fitted effect of over 50% in size
Nrf2 ARE act: activates Nrf2 signaling | 410,000 tested, 0.31% active | Potency, µM (titrated, usually from 46.1 µM), for inactives: at the top dose activation, actives largely listed as activators | AREc32 ARE-luciferase reporter (MCF7-derived line), luminescence, 24 h; note: potency is the fitted concentration of half-maximal effect; % of control where 0% means no effect; nearly all actives have a fitted effect of over 65% in size
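AREc32 cells carrying an ARE-driven firefly luciferase, 1000 cells/well in OPTI-MEM with 5% FBS, dosed after overnight attachment and incubated 24 hr at 37 deg C. Steady-Glo luminescence read after 30 min at RT.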
HepG2 viability: counter-screen for TGF-b inhibitors: cytotoxicity in HepG2 cells. HepG2 CAGA-GFP viability, ATP luminescence, 18 h. Potency, µM (highest dose often 46.1 µM), for inactives: at the top dose activity change, negative = cytotoxicity, usual class: cytotoxic. 410,000 tested, 0.76% active. AID 588856; note: potency is the fitted concentration of half-maximal effect; some results filed as inactive show a strong effect at the top dose
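CellTiter-Glo luminescence gave cytotoxicity after 18 hours at 37 degrees C. The cells were HepG2 CAGA-GFP in 1% FBS DMEM, stimulated with 500 pg/mL TGF-beta after compound addition. %Activity was normalised to no-cell wells (complete cell-killing) and DMSO (no toxicity), and curves were fitted and classified.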
ATXN viability: cell viability loss in ATXN counter-screen; 400,000 tested, 0.49% active; Potency, µM (doses to about 56.7 µM), usual class: cytotoxic; S2 cells (HEK-293 line with an ATXN2-luciferase reporter) viability, CellTiter-Fluor protease fluorescence, 24 h; note: potency is the fitted concentration of half-maximal effect; nearly all actives have a fitted effect of over 40% in size
The depositor's hits bear a star; i = inactive; ? = inconclusive; / = no result given; [ ] = dose if it differs, or a comment. Unless noted, calls come from the whole dose curve; as a rule, active = well fitted curve in the direction sought with a large enough effect; inconclusive = small, poorly fitted or top-dose-only effect, or another doubt; inactive = no such curve, though single readings can be large; an effect the other way counts as inactive or inconclusive.

SMILES | A549 viability | ATXN2 expr inh | IL1B secr inh | TGFb inhibitor | Nrf2 block | MCF10A rerep | Nrf2 ARE act | HepG2 viability | ATXN viability
COc1ccc(OC)c(S(=O)(=O)N2CCN(Cc3nc4ccc(C)cc4o3)CC2)c1 | -1% | -7% | / | ? | / | / | 3.2% | -9% | i
Cc1cc(C(=O)C(C)Sc2cccc[n+]2[O-])c(C)n1-c1ccc(Cl)cc1 (stereo not given) | -14% | -1% | -101* | 17% | ? | 16% | 10% | 5% | i
CC(C)Cc1ccc(CN2CCCC(NC(=O)c3nn(C)c(=O)c4ccccc34)C2)cc1 (stereo not given) | -6% | ? | -13 | ? | -17% | 21µM* | -0.9% | -29% | i
CCOC(=O)C1(C)NC(c2ccc(OC)cc2OC)C2C(=O)N(CC)C(=O)C21 (stereo not given) | 1% | -9% | 0 | 2% | 7% | 2% | -0.8% | 4% | i
Cc1cc(N2CCN(c3ccccc3)CC2)nc(N2CCOCC2)n1 | -1% | -22% | -5 | -15% | -18% | 11% | -0.2% | -18% | i
Cc1ccsc1/C=N/n1c(-c2ccco2)n[nH]c1=S | -1% | -9% | 3 | 10% | -2% | -185%[0.0737 µM] | ? | 2% | i
CC(=O)c1cccc(N(C(=O)Cn2nnc3ccccc32)C(C(=O)NCC2CCCO2)c2ccc(N3CCOCC3)cc2)c1 (stereo not given) | -4% | / | 14 | -1% | -14% | -1% | -0.6% | -1% | i
CC1(C(=O)NCc2cccc3ccccc23)CCN1C(=O)C1(c2ccccc2)CCCC1 (stereo not given) | / | -18% | -52* | 13µM* | / | / | 2.5% | -6% | i
O=C(Cc1c(O)c2ccccc2[nH]c1=O)NCc1ccccc1 | -6% | -2% | 14 | 2% | 6% | -1% | -0.5% | -21% | i
CC(C)C[C@H](NC(=O)C1CCN(C(=O)[C@H](Cc2ccccc2)NC(=O)OC(C)(C)C)CC1)C(=O)O | 1% | 9% | -3 | 10% | 11% | -1% | 0.0% | 3% | i

Eight entries from above, sorted by length of the SMILES, smallest number first.
SMILES | A549 viability | ATXN2 expr inh | IL1B secr inh | TGFb inhibitor | Nrf2 block | MCF10A rerep | Nrf2 ARE act | HepG2 viability | ATXN viability
Cc1ccsc1/C=N/n1c(-c2ccco2)n[nH]c1=S | -1% | -9% | 3 | 10% | -2% | -185%[0.0737 µM] | ? | 2% | i
O=C(Cc1c(O)c2ccccc2[nH]c1=O)NCc1ccccc1 | -6% | -2% | 14 | 2% | 6% | -1% | -0.5% | -21% | i
Cc1cc(N2CCN(c3ccccc3)CC2)nc(N2CCOCC2)n1 | -1% | -22% | -5 | -15% | -18% | 11% | -0.2% | -18% | i
Cc1cc(C(=O)C(C)Sc2cccc[n+]2[O-])c(C)n1-c1ccc(Cl)cc1 (stereo not given) | -14% | -1% | -101* | 17% | ? | 16% | 10% | 5% | i
CC1(C(=O)NCc2cccc3ccccc23)CCN1C(=O)C1(c2ccccc2)CCCC1 (stereo not given) | / | -18% | -52* | 13µM* | / | / | 2.5% | -6% | i
CC(C)Cc1ccc(CN2CCCC(NC(=O)c3nn(C)c(=O)c4ccccc34)C2)cc1 (stereo not given) | -6% | ? | -13 | ? | -17% | 21µM* | -0.9% | -29% | i
CC(C)C[C@H](NC(=O)C1CCN(C(=O)[C@H](Cc2ccccc2)NC(=O)OC(C)(C)C)CC1)C(=O)O | 1% | 9% | -3 | 10% | 11% | -1% | 0.0% | 3% | i
CC(=O)c1cccc(N(C(=O)Cn2nnc3ccccc32)C(C(=O)NCC2CCCO2)c2ccc(N3CCOCC3)cc2)c1 (stereo not given) | -4% | / | 14 | -1% | -14% | -1% | -0.6% | -1% | i

(cont.)
SMILES | A549 viability | ATXN2 expr inh | IL1B secr inh | TGFb inhibitor | Nrf2 block | MCF10A rerep | Nrf2 ARE act | HepG2 viability | ATXN viability
O=C1NC[C@@H](CCCCN2CCN(CCc3ccc(O)cc3)C(=O)C2=O)N(CCc2ccc(O)cc2)C1=O | / | -7% | 25 | / | / | / | -0.2% | / | i
COc1ccc(Cl)cc1C(=O)NNC(=S)NC1CCCC1 | 0% | 23% | 4 | -6% | 19% | ? | 9.2% | 8% | i
CCOc1ccc(CC(=O)NC2CC(C)(C)N(C)C(C)(C)C2)cc1OCC | 8% | / | 6 | -12% | -6% | 3% | 0.1% | 0% | i
Cc1cccc(NC(=O)N2CC=C(c3c[nH]c4ccccc34)CC2)c1C | 1% | / | / | 38%[activator] | -11% | / | 6.7% | -58% | /
CCOc1ccc(S(=O)(=O)NCCC(=O)OC(C)C(=O)N2CCc3ccccc32)cc1 (stereo not given) | -4% | -2% | 0 | ? | ? | 6% | -0.4% | -34% | i
COc1ccc(NC(=O)CSc2nccn2Cc2ccco2)cc1 | 1% | 43%[activator] | -7 | -19% | ? | -1% | -0.4% | -7% | i
O=C(CN1C(=O)NC2(CCOc3ccccc32)C1=O)N1CCCCC1 (stereo not given) | -1% | 0% | 13 | -27% | 2% | 4% | 0.1% | -10% | i
CCCCOc1ccc(C(=O)NCC(=O)NCc2ccncc2)cc1 | 9% | -8% | 22 | 4% | 6% | 8% | 3.1% | -25% | i
O=C(NC1CC1)C1CCCN1C(=O)NC1CCCCC1 (stereo not given) | 1% | 12% | 14 | 1% | 11% | 0% | -0.4% | 16% | i
COc1ncnc2c1ncn2CCCN(CCCc1ccccc1)CCCn1cnc2c(OC)ncnc21 | / | -4% | -4 | 19% | / | / | 0.8% | -13% | i
Cc1ccc(S(=O)(=O)N2CCCOC2CNC(=O)C(=O)NCc2cccnc2)cc1 (stereo not given) | 3% | -5% | 7 | 8% | 2% | -4% | 0.3% | 1% | i
Cc1nc2ccccn2c1C(=O)NN=C1C2CC3CC(C2)CC1C3 | 3% | -3% | 26 | -2% | 5% | ? | 0.2% | 3% | i
CCOC(=O)c1c[nH]c(=S)n(-c2ccccc2)c1=O | 1% | 6% | 52 | ? | -20% | 5% | -0.3% | 3% | i
Cc1cnc(C(=O)OCC(=O)N2c3ccccc3CC2C)cn1 (stereo not given) | -4% | -11% | 11 | 0% | ? | -2% | 0.0% | 5% | i
CCn1c(NC(=O)Nc2ccccc2OC)nc2ccccc21 | -4% | -3% | 29 | -6% | 21% | -9% | 0.2% | -1% | i
Cc1ccsc1/C=N/Nc1nc(=O)[nH]nc1C | -19% | ? | 8 | ? | ? | -3% | 4.5% | 11µM* | i
O=C(Nc1ccccc1)N1CCCC1 | 3% | 1% | -1 | -7% | 5% | 11% | -0.3% | 4% | i
CCCCn1c(=O)[nH]c(=O)c2c1nc(-c1ccncc1)n2CCOC | 1% | -1% | 35 | 16% | 6% | 0% | -0.3% | 3% | i
CC(=O)Nc1nonc1-c1nnc(SCc2ccc(F)cc2Cl)n1C | 2% | 9% | / | -1% | 21% | / | 0.6% | 1% | i
Cc1ccc(NC(=O)CN(C)C(=O)c2ccc(COc3ccccc3)cc2)cc1 | 0% | 4% | -1 | -1% | -5% | ? | 3.8% | -13% | i
Cc1ncc([N+](=O)[O-])n1Cc1cccc2ccccc12 | 3% | -2% | 27 | -10% | -11% | -2% | 2.2% | 13% | i
Cc1ccc(C)n1-c1nnc(N2CCCC(C(=O)NCc3ccccc3)C2)s1 (stereo not given) | 4% | / | / | / | 0% | / | 16% | -17% | /
CCc1cccc(CC)c1N(COC)C(=O)Cn1nnc2ccccc21 | 5% | -11% | 8 | -16% | 2% | -2% | 0.2% | 5% | i
CC(C)n1nnnc1C1c2ccccc2C(=O)N1CCCn1ccnc1 (stereo not given) | / | 21% | 5 | / | / | / | -0.3% | / | i
CCN(C(=O)CSc1ncc(S(=O)(=O)c2ccc(C)c(Cl)c2)c(=O)[nH]1)c1cccc(C)c1 | 8% | -9% | / | -6% | / | / | -1.1% | -28% | i
COc1cccc(NC(=O)C2(C)CCN2C(=O)Cc2ccc(-c3ccccc3)cc2)c1 (stereo not given) | / | ? | -13 | -1% | / | / | 4.2% | 3% | i
COc1ccc(OC)c(S(=O)(=O)NC(N)=NCCc2ccccc2)c1 | 17% | / | 6 | -3% | 8% | 3% | -0.1% | -4% | i
O=C(c1ccc(Cl)c(S(=O)(=O)N2CCCC2)c1)N1CCN(c2ccccc2)CC1 | -15% | -12% | 10 | -27% | 15µM* | -27% | 2.1% | -18% | i
COc1ccc(NC(=O)Cc2ccc(-c3ccccc3)cc2)cn1 | -8% | ? | 37 | -13% | -8% | ? | -0.1% | 19% | i
CC(C)(C)n1nnnc1C(c1ccccc1F)N1CCN(C(=O)c2ccco2)CC1 (stereo not given) | 1% | -11% | 0 | 1% | 17% | 8% | -0.2% | 4% | ?
O=C(NCc1cc(C(F)(F)F)cc(C(F)(F)F)c1)C1CC(c2ccccc2C(F)(F)F)=NO1 (stereo not given) | -1% | 0% | 17 | ? | -18% | 1% | 0.2% | -2% | i
COc1ccc(S(=O)(=O)N2CCOCC2)cc1NC(=O)c1ccc(S(=O)(=O)N2CCCCC2)cc1 | -10% | 0% | -15 | 3% | -16% | -6% | 0.1% | 7% | i
O=C1NC2(CCCCC2)C(=O)N1Cc1ccc([N+](=O)[O-])cc1 | -5% | -9% | 7 | 1% | -8% | 12% | 0.3% | -2% | i
Cc1ccc(N2CC(C(=O)OCC(=O)Nc3ccccc3C)CC2=O)cc1 (stereo not given) | -4% | / | -5 | -1% | 5% | 0% | -0.5% | -2% | i
COc1ccccc1C(=O)NC(=O)CSc1nnc2ccccn12 | -3% | 8% | 3 | -5% | -2% | -9% | 0.0% | -6% | i

Random draw from the library; about 8.8% have a hit in one of these screens.
